Source: PubChem BioAssay
GPR35 antagonists: GPR35 antagonists blocking zaprinast-driven arrestin recruitment, primary screen, imaging, U2OS, beta-arrestin-GFP, zaprinast agonist (AID 2058). U2OS GPR35 beta-arrestin-GFP translocation imaging, zaprinast antagonism; higher % means a stronger effect. one-dose inhibition, % at 10 µM; IC50 in µM for titrated hits. 290,000 compounds, 0.052% hits;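 active means inhibition of at least 50% with at least 30 cells and total cytoplasm GFP at most 10,000,000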
NTR1 ag: NTR1-driven beta-arrestin-GFP spot formation – imaging, U2OS cells, high content, primary screen (AID 493036); agonist mode; 330,000 compounds, 0.17% hits; P30989; activation, % at 20 µM;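 active means activation at or above 40% of the spot to cytoplasm intensity ratio, with at least 20 cells analyzed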;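 further: 0% = DMSO without peptide and 100% = 100 nM NTR1 peptide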
Target sequence (P30989 whole entry, looked up): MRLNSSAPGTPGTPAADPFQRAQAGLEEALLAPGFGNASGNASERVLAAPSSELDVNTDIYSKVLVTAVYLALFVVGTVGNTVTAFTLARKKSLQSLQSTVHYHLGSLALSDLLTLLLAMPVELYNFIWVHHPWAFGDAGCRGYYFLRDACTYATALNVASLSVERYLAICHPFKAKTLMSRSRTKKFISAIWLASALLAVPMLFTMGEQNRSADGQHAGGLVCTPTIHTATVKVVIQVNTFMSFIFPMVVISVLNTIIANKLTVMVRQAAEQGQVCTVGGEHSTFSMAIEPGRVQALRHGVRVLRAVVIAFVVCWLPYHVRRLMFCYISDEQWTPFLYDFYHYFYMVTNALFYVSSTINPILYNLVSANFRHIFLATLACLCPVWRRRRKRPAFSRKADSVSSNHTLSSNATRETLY
MgcRacGAP inhibition: MgcRacGAP GTPase-activating activity inhibitors, confirmation, biochemical, ADP Hunter fluorescence; AID 624330; MgcRacGAP-stimulated Rac1 GTP hydrolysis, ADP Hunter fluorescence; higher % means a stronger effect; GST-tagged Rac1 F28L mutant substrate; one-dose inhibition, % at 30 µM; IC50 in µM for titrated hits; 340,000 compounds, 0.6% hits;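 active means first-screen hits whose inhibition reached a set limit at any dose in the follow-up dose series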;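 further: fluorescence reports GDP produced by GAP-driven GTP hydrolysis; strong numbers were not always called active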
Lipid droplet: modulators of hepatic lipid droplet formation; AML12 mouse hepatocytes, oleate lipid droplets, BODIPY imaging; AID 1656; inhibition, % at 6.5 µM; 240,000 compounds, 0.4% hits;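 active means lipid droplet intensity inhibited by at least 50%, with more than 500 cells counted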
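Material: mouse AML12 hepatocyte cell line, fixed after treatment; Timing: compound with oleate, overnight; Technique: high-content imaging of BODIPY-stained droplets and DAPI nuclei; Probe or stimulus: oleate, 100 µM final; Dosing: compound at 6.5 µM only.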
T cell modulator: T cell immune modulation candidate; 2C CD8+ T cell-vesicle binding, flow cytometry; hits give low values; calls only at 7 µM; 330,000 compounds, 0.068% hits;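 active means response, share of CD8 T cells binding vesicles, and their 90th percentile fluorescence all below set limits, cut at about 80% in these data, passing the limit was not always enough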
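System: murine 2C transgenic CD8+ T lymphocytes; also added: QL9-loaded Drosophila micro-vesicles; times: binding 1.5 h at 37 °C; measured by: flow cytometry, PE anti-B7-1 (FL2) versus Alexa647 anti-CD8 (FL8), PFA-fixed; control set: Peptide-free naked vesicles (low) and QL9 vesicles with 0.7% DMSO vehicle (high)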
GPR55 LPI antagonism: inhibition of LPI-stimulated GPR55 beta-arrestin translocation – imaging, U2OS, beta-arrestin-GFP, LPI agonist, primary screen (AID 2013); U2OS GPR55 beta-arrestin-GFP translocation imaging, LPI antagonism; higher % means a stronger effect; inhibition, % at 10 µM; hits with a dose series show IC50 in µM; 290,000 compounds, 0.13% hits;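 active means spots per cell inhibited over 60%, with over 100 cells counted and total cytoplasm intensity under 500,000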;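 further: U2OS cells stably carrying GPR55 and arrestin-GFP stimulated by 5 µM LPI near EC80; imaged beta-arrestin-GFP aggregate spots per cell after agonist stimulation; plate controls were LPI-stimulated DMSO wells for no effect and DMSO wells without LPI for full effect; some results filed as inactive read as strong as hits; confirmed hits need IC50 under 10 µM and bright autofluorescent wells are also inconclusive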
LYP inhibition: inhibitors of LYP phosphatase, biochemical, fluorescence intensity, uHTS (AID 1779); recombinant LYP phosphatase, fluorescence intensity; higher % means a stronger effect; inhibition, % at 11.5 µM; hits with a dose series show IC50 in µM; 290,000 compounds, 0.054% hits; in the data active means inhibition above about 50%;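 further: plate controls were vehicle with enzyme for no effect and no enzyme for full effect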
SV40 large T antigen: SV40 large T antigen inhibitors, biochemical (AID 1903). 310,000 compounds, 0.39% hits. SV40 large T antigen ATPase/helicase inhibition assay; higher % means a stronger effect. one-dose inhibition, % at 20 µM; IC50 in µM for titrated hits; in the data active means a potency from the dose series; further: strong numbers were not always called active
GPR55 activation: selective activators of receptor GPR55 – imaging, U2OS cells, beta-arrestin-GFP redistribution, primary screen (AID 1961); U2OS GPR55 beta-arrestin-GFP redistribution imaging; higher % means a stronger effect; activation, % at 10 µM, or EC50 in µM where a hit was titrated; 290,000 compounds, 0.048% hits;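 active means activation above 40% with more than 50 cells counted in the well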;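 further: U2OS osteosarcoma cells stably expressing GPR55 and beta-arrestin-GFP; plate controls were DMSO negative control for no effect and LPI positive control for full effect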
Lipid droplet cells 6.5 µM: also measured in Lipid droplet; calls as there; cell count; measured here: cell count, cytotoxicity flag;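 cells counted across two imaged fields per well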
T cell modulator vesicle-bound %: recorded beside T cell modulator, whose call it bears; double positive events, %; measured here: CD8+ vesicle-bound cell fraction;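 binding gate set so that unloaded-vesicle control wells show 10% double positive cells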
NTR1 ag cell count 20 µM: recorded beside NTR1 ag, whose call it bears; cell count; measured here: cell count, cytotoxicity flag
* marks the source's active call; other numbers are inactive results; i = inactive; . = no result given. Compounds as they come; about 1.8% have a hit in one of these screens.

1: CCOC(=O)CN(C)C(=O)CCc1nnc(-c2ccc(-c3ccccc3)cc2)o1
2: CN(C)CCOCCOc1ccccc1-c1ccccc1
3: COc1cc(/C=N/NC(=O)c2ccncc2)ccc1OC(C)=O
4: CCC(=O)N(C)CCc1cc2c(c(OC)c1/C=N/NC(=O)c1ccc(Br)cc1)OCO2
5: COc1ccccc1P(=O)(c1ccccc1)c1ccccc1
6: CC1(C(=O)Nc2cccc3ccccc23)CC1(Br)Br (stereo not given)
7: Cc1sc2ncn(CC(=O)NCc3ccco3)c(=O)c2c1-c1ccc(F)cc1
8: Cc1ccc(-c2c(C(=O)N(C)Cc3ccccc3)oc(=O)c3ccccc23)cc1
entry no. | 1 | 2 | 3 | 4 | 5 | 6 | 7 | 8
GPR35 antagonists | 3% | -2% | -6% | -11% | -1% | -12% | -1% | -9%
NTR1 ag | 0.8 | -1.9 | -0.7 | 5.1 | 0.7 | 0.9 | -0.2 | 14
NTR1 ag cell count 20 µM | 60 | 82 | 67 | 73 | 44 | 39 | 79 | 63
MgcRacGAP inhibition | 5% | 26% | 12% | -2% | 0% | 4% | 15% | 4%
Lipid droplet | 1 | . | 5 | -2 | -10 | 1 | -1 | 8
Lipid droplet cells 6.5 µM | 833 | . | 876 | 655 | 785 | 767 | 729 | 688
T cell modulator | i | i | i | i | i | i | i | i
T cell modulator vesicle-bound % | 56 | 2 | 4 | 37 | 56 | 14 | 58 | 37
GPR55 LPI antagonism | 6% | -3% | -12% | 12% | 14% | -2% | 4% | -10%
LYP inhibition | -10% | -9% | -4% | -4% | -9% | -5% | -5% | -2%
SV40 large T antigen | 10% | 10% | 17% | 8% | 3% | 17% | 14% | 20%
GPR55 activation | -0.1% | 0.0% | -0.3% | 0.9% | 0.0% | 0.3% | 0.2% | -0.3%

9: O=C1c2cccc3cccc(c23)C(=O)N1CCN1CCN(C(=S)Nc2ccc(F)cc2)CC1
10: COc1cc(/C=C2\C(=O)N(c3ccc(S(N)(=O)=O)cc3)N=C2C)ccc1OC(=O)c1ccco1
11: COC(=O)CSc1ccc(S(=O)(=O)N2CCC(C)CC2)cc1[N+](=O)[O-]
12: COC(=O)c1[nH]c2ccc(F)cc2c1NC(=O)CCN1CCN(C(=O)c2ccco2)CC1
13: CCCCCCN(C(=O)CCCCCN1C(=O)NC(c2ccc([N+](=O)[O-])cc2)C(C(=O)OCc2ccccc2)=C1C)C(C(=O)NCCCC)c1ccc(OCC(=O)OC)c(C(=O)OC)c1 (stereo not given)
14: Clc1ccc(-c2nn3c(-c4cccc(Cl)c4)nnc3s2)cc1
15: COCC1CCCN(Cc2cn(-c3ccccc3)nc2-c2ccc3c(c2)OCO3)C1 (stereo not given)
16: O=S(=O)(c1ccccc1)n1cc(-c2ccccn2)c(N2CCOCC2)n1
entry no. | 9 | 10 | 11 | 12 | 13 | 14 | 15 | 16
GPR35 antagonists | 4% | 8% | -3% | -13% | -12% | -9% | -3% | 11%
NTR1 ag | 4.3 | -0.1 | 5.7 | . | 0.5 | . | -0.6 | 0.1
NTR1 ag cell count 20 µM | 53 | 34 | 66 | . | 55 | . | 51 | 95
MgcRacGAP inhibition | . | -4% | -14% | . | . | . | 10% | 4%
Lipid droplet | -21 | -2 | -6 | . | -3 | . | 0 | 0
Lipid droplet cells 6.5 µM | 567 | 702 | 752 | . | 644 | . | 611 | 700
T cell modulator | i | i | i | . | . | . | i | i
T cell modulator vesicle-bound % | 40 | 10 | 41 | . | . | . | 25 | 51
GPR55 LPI antagonism | 4% | 9% | -2% | 1% | 7% | 12% | 14% | -2%
LYP inhibition | -3% | 12% | -8% | -5% | 8% | 2% | -8% | -1%
SV40 large T antigen | 7% | 32% | 5% | 4% | 14% | . | 7% | 6%
GPR55 activation | -0.3% | 1.5% | 0.1% | 0.2% | -0.1% | 0.2% | -0.2% | 0.2%

17: CN=C1SC(CC(=O)Nc2sc3c(c2C#N)CCCC3)C(=O)N1C (stereo not given)
18: CC1=C(C(=O)OCCCBr)C(c2ccc3c(c2)OCO3)NC(=O)N1 (stereo not given)
19: CCN1C(=O)C(Cc2nc3ccccc3c(=O)n2C)c2ccccc21 (stereo not given)
20: COc1ccc(NC(=O)CN(C)C(=O)c2cc(-c3ccncc3)nc3ccccc23)cc1
21: Cc1ccc2cc(-c3noc(C4CCCO4)n3)c(=O)[nH]c2c1 (stereo not given)
22: COCCNC(=O)/C(C#N)=C1\N=C(N)c2ccccc21
23: O=C(NNC(=O)C1CC1c1ccccc1)Nc1ccccc1 (stereo not given)
24: Cc1ccc(S(=O)(=O)c2cc3c(=O)n4ccccc4nc3n(C)c2=N)cc1C
entry no. | 17 | 18 | 19 | 20 | 21 | 22 | 23 | 24
GPR35 antagonists | -12% | -8% | 14% | -11% | 11% | 5% | -6% | -17%
NTR1 ag | 3.7 | 1.3 | 0.0 | -0.2 | -0.5 | 4.3 | 2.9 | 6.7
NTR1 ag cell count 20 µM | 45 | 66 | 57 | 61 | 97 | 51 | 60 | 85
MgcRacGAP inhibition | 10% | -4% | 6% | 7% | 9% | 10% | 2% | 7%
Lipid droplet | 0 | 0 | . | 2 | . | -6 | -29 | -4
Lipid droplet cells 6.5 µM | 742 | 830 | . | 839 | . | 624 | 408 | 692
T cell modulator | i | i | i | i | i | i | i | i
T cell modulator vesicle-bound % | 41 | 55 | 4 | 76 | 44 | 17 | 39 | 35
GPR55 LPI antagonism | 4% | 5% | -1% | -1% | 10% | 4% | 2% | -4%
LYP inhibition | 0% | -8% | -6% | -10% | 0% | 6% | -5% | -66%
SV40 large T antigen | 11% | 10% | 11% | 9% | 3% | 5% | 2% | 4%
GPR55 activation | -0.3% | -0.1% | 0.2% | 0.0% | 0.4% | -0.3% | -0.4% | 0.3%

25: CC(C)c1cc(C(=O)N2CCCC(N3CCN(c4ccc(F)cc4)CC3)C2)no1 (stereo not given)
26: Cc1c(-c2cc(Br)ccc2O)nc2cc3c(cc2c1C)OCO3
27: O=C(COC(=O)CN1C(=O)C2CCCCC2C1=O)Nc1ccc(S(=O)(=O)N2CCOCC2)cc1 (stereo not given)
28: CCOC(=O)c1cccc(NC(=O)CCc2nnc3ccc(N4CCN(C)CC4)nn23)c1
29: Cc1occc1C(=O)NC1CCCCCC1
30: CC1Cc2ccccc2N1c1ncnc2c1nnn2Cc1ccccc1 (stereo not given)
31: O=C(COc1ccccc1Cl)NCCCN1CCOCC1
32: O=C(Nc1cccc(C(=O)O)c1)Nc1ccc2c(c1)OCO2
entry no. | 25 | 26 | 27 | 28 | 29 | 30 | 31 | 32
GPR35 antagonists | -5% | 15% | -11% | 10% | 18% | -18% | -4% | -8%
NTR1 ag | 1.0 | 4.1 | 0.9 | -0.3 | -0.1 | 8.4 | -1.4 | 0.4
NTR1 ag cell count 20 µM | 57 | 86 | 40 | 76 | 73 | 55 | 56 | 70
MgcRacGAP inhibition | -2% | 6% | 2% | 14% | 0% | 13% | -3% | 4%
Lipid droplet | -2 | . | 8 | -8 | . | . | -1 | -3
Lipid droplet cells 6.5 µM | 657 | . | 620 | 699 | . | . | 668 | 822
T cell modulator | i | i | i | i | i | i | i | i
T cell modulator vesicle-bound % | 45 | 45 | 26 | 43 | 7 | 24 | 37 | 67
GPR55 LPI antagonism | 6% | 4% | 9% | 18% | -9% | -1% | 8% | 6%
LYP inhibition | -11% | -10% | -6% | -11% | -7% | -3% | -5% | -7%
SV40 large T antigen | 12% | 17% | -5% | 10% | -4% | 3% | -4% | 18%
GPR55 activation | -0.2% | -0.1% | 0.5% | -0.1% | 0.2% | -0.1% | -0.1% | 0.3%

Results in MgcRacGAP inhibition, for some of the entries so far:
entry | structure | MgcRacGAP inhibition
2 | CN(C)CCOCCOc1ccccc1-c1ccccc1 | 26%
3 | COc1cc(/C=N/NC(=O)c2ccncc2)ccc1OC(C)=O | 12%

Continued.
33: CC1(C(=O)O)Sc2[nH]c(=O)sc2C2c3ccccc3OC(=O)C21 (stereo not given)
34: CCn1c(C)[n+](CCCS(=O)(=O)[O-])c2cc(Cl)c(Cl)cc21
35: C=CCn1c(CSc2nnc(-c3ccccc3)n2C)n[nH]c1=S
36: O=C(Nc1ccccc1)NN1CC(=O)N(c2ccc(Cl)cc2)CC1=O
37: Cc1ccc(CSCC(=O)N(C)CC(=O)Nc2ccc(C)cc2)cc1
38: O=C1[C@H]2[C@@H](c3ccc(Cl)cc3)N3C(=O)N(c4cccc(Cl)c4)C(=O)[C@@]3(Cc3ccc(Cl)cc3)[C@H]2C(=O)N1C1CCCCC1
39: COc1ccc(CN2CCN(C3CCOCC3)CC2CCO)c(C)c1C (stereo not given)
40: CN1CCN(CCCNC(=O)c2ccc(/C=C3\Sc4ccccc4N(Cc4ccc(F)cc4)C3=O)cc2)CC1
41: CCOC(=O)C1NC(=O)CC1c1ccccc1 (stereo not given)
42: O=C(CN1CCN(c2ccccn2)CC1)NC1CCCCC1
entry no. | 33 | 34 | 35 | 36 | 37 | 38 | 39 | 40 | 41 | 42
GPR35 antagonists | 15% | 16% | -10% | 1% | . | . | -4% | 8% | -2% | 17%
NTR1 ag | 0.1 | -1.9 | 0.2 | 0.2 | -0.7 | 3.4 | -0.8 | . | 0.3 | -0.5
NTR1 ag cell count 20 µM | 47 | 88 | 55 | 70 | 55 | 91 | 56 | . | 92 | 58
MgcRacGAP inhibition | 13% | -7% | 0% | 9% | 14% | 5% | 13% | -8% | 8% | 11%
Lipid droplet | . | . | -1 | -12 | . | . | -3 | -4 | . | .
Lipid droplet cells 6.5 µM | . | . | 656 | 694 | . | . | 678 | 654 | . | .
T cell modulator | i | i | i | i | i | i | i | . | i | i
T cell modulator vesicle-bound % | 6 | 36 | 18 | 53 | 41 | 40 | 47 | . | 26 | 52
GPR55 LPI antagonism | 11% | -6% | 5% | 16% | . | . | 16% | 6% | . | 3%
LYP inhibition | -10% | -8% | -6% | -8% | . | . | -8% | -26% | 3% | -6%
SV40 large T antigen | 14% | 23% | 8% | 12% | 14% | 5% | 1% | 7% | 6% | -2%
GPR55 activation | -0.1% | -0.1% | -0.1% | -0.1% | . | . | -0.2% | -0.4% | 0.0% | 0.0%
